Assay outcomes as filed in PubChem.
D2 potentiator: D2 dopamine receptor (human) potentiation | potentiation, % at 10 µM | HEK293 T-REx D2, calcium flux, EC20 dopamine potentiation | 340,000 compounds, 0.34% hits;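 active means potentiation over 3 SD above the plate norm, cut at about 30% in these data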; further: 0% is about no effect
Target sequence (P14416 whole entry, looked up): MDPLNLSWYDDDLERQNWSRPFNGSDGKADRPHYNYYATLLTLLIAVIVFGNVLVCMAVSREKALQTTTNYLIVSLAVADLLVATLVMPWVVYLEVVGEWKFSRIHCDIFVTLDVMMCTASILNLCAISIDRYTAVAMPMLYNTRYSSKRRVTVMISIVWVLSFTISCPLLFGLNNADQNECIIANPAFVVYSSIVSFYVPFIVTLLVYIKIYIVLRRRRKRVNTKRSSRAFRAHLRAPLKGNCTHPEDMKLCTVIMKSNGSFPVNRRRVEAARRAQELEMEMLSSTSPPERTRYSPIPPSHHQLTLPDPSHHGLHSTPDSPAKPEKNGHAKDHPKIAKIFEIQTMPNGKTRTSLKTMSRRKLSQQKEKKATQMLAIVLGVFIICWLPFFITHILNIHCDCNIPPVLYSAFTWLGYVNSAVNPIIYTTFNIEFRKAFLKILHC
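Cells plated with tetracycline inducer and held overnight at 30 C; calcium dye loaded 30–90 min at room temperature; baseline taken, compound added and read 180 s; EC20 dopamine then added and read 180 s.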
D1 potentiator: human D1 dopamine receptor positive modulation; AID 504651; P21728; potentiation, % at 10 µM; HEK293 TREx D1 cells, calcium flux, dopamine EC20 potentiation; 360,000 compounds, 0.036% hits; in the data active means potentiation above about 30%; further: 0% is about no effect
RXFP1 ag: agonists of human relaxin receptor RXFP1 | HEK293T-RXFP1 cAMP TR-FRET, 30 min; response scale: percent of porcine relaxin response, buffer zero | Potency, µM (doses to about 57.5 µM), for inactives: top-dose activation, actives largely listed as activators | Q9HBX9 | 370,000 compounds, 0.3% hits; active means well fitted activation curve with a large enough effect; inconclusive means small, poorly fitted or top-dose-only effect; further: potency means the concentration at half of the fitted maximal effect; on the % scale 0 is the no-effect control and ±100 the full control effect; nearly all actives have a fitted effect of over 60% in size; many of its hits are not listed in these tables
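HEK293 cells stably expressing RXFP1, treated 30 min at 37C with compounds plus PDE4 inhibitor Ro 20174; cAMP measured by HTRF TR-FRET. Normalized to buffer and 29 nM porcine relaxin; EC50 by Hill fit.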
TRHR PAM: allosteric enhancers of human TRH receptor | P34981 | TRHR cells, fluo-8 calcium fluorescence, EC20 TRH enhancement | enhancement, % at 2 µM | 360,000 compounds, 0.66% hits | AID 493056; in the data active means enhancement above about 30%; further: 0% is about no effect
Target sequence (P34981 whole entry, looked up): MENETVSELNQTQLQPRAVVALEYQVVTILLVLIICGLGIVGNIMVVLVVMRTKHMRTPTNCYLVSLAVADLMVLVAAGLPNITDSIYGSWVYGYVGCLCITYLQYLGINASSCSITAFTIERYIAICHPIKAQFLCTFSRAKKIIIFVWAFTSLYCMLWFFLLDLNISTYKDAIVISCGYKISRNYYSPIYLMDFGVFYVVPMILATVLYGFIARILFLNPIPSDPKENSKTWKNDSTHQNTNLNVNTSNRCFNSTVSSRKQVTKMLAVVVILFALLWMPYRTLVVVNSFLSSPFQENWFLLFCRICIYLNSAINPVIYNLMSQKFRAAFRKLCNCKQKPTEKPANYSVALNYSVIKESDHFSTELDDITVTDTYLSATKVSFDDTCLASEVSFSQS
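Enhancer read-out: after compound pinning and an initial kinetic agonist-mode read, an EC20 of TRH (10 nM final) was injected and fluo-8 calcium signal (Ex 480/Em 530) followed at 1 s/cycle for 100 cycles in TRHR-expressing cells.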
D1 antag: blocks dopamine activation of the human D1 receptor. P21728. HEK293 TREx D1 cells, calcium flux, dopamine EC80; active compounds read low. activity change, negative = inhibition, % at 10 µM. 360,000 compounds, 3.2% hits; in the data active means activity change below about -30%; further: on the % scale 0 is the no-effect control and ±100 the full control effect
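Antagonism measured as reduced calcium response to an EC80 dopamine addition following 180 s compound pre-read; cells were inducible HEK293 Trex D1 plated overnight at 30 C, read kinetically at 1 cycle/sec.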
RXFP1 antag: antagonists of human relaxin receptor RXFP1; Q9HBX9; HEK293-RXFP1, relaxin-stimulated cAMP HTRF, 30 min; active compounds read low; activity change, negative = inhibition, % at 57.5 µM; 350,000 compounds, 0.59% hits; AID 1259400;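 active means activity change of -60% or lower, but not beyond a set lower limit; inconclusive means change between -60% and -40%, or beyond the set limit; inactive means change above -40%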; further: on the % scale 0 is the no-effect control and ±100 the full control effect
D1 agonist: agonists of human D1 dopamine receptor; P21728; HEK293 T-REx D1 cells, calcium flux, agonist mode; activation, % at 2 µM; 360,000 compounds, 1% hits; in the data active means activation above about 30%; further: 0% is about no effect
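Inducible HEK293 T-REx D1 cells, force-coupled to calcium signalling, were plated at 4000 cells/well with tetracycline and held overnight at 30 C. After no-wash calcium dye loading, compound-evoked calcium rise over 180 s flagged agonists.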
D2 ag: activates the human D2 dopamine receptor; HEK293 T-REx D2 cells, calcium flux agonist mode; activation, % at 2 µM; 340,000 compounds, 0.53% hits; P14416; AID 485358;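 active means activation over 3 SD above normal in the single-dose calcium agonist read, cut at about 30% in these data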; further: 0% is about no effect
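Tetracycline-induced HEK293 T-REx cells with force-coupled D2 receptor, plated overnight at 30 C, loaded with no-wash calcium dye. After a 10 s baseline, compound was pin-added and calcium flux read kinetically for 180 s; calcium rises flagged agonists.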
D2 antagonist: antagonists of human D2 dopamine receptor. 340,000 compounds, 2% hits. HEK293 TREx D2 cells, calcium flux, dopamine EC80. inhibition, % at 10 µM. P14416; in the data active means inhibition above about 30%; further: 0% is about no effect
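Tetracycline-induced HEK293 TREx cells expressing D2 receptor forced-coupled to calcium signalling, loaded with no-wash calcium dye. Compounds added and calcium flux read 180 s, then dopamine added at EC80 and read a further 180 s.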
Starred values were filed as active, the others as inactive; u = inconclusive; x = no result given; & = joins results of further samples.

SMILES	D2 potentiator	D1 potentiator	RXFP1 ag	TRHR PAM	D1 antag	RXFP1 antag	D1 agonist	D2 ag	D2 antagonist
COC(CNC(=O)c1ccc2c(c1)ncn2-c1ccc(F)c(F)c1)OC	-1.6	-10.9	2.0%	-6.7	7.2	-0.2	-0.8	0.1	-1.2
O=C(/C=C/c1cccnc1)c1ccccc1O	8.9	-3.8	3.0%	4.8	-5.6	6.7	3.4	1.4	3.2
CCN(CCCNC(=O)Cn1ncc2c([nH]c3ccc(C)cc32)c1=O)Cc1ccccc1	-1.9&2.8	-5.5&-6.4	1.1%&1.0%	-3.3&-1.1	15.4&-19.8	2.2&1.8	0.2&2.8	2.1&0.8	4.6
CCOC(=O)c1sc(C)c2c1NC(c1ccc(N(C)C)cc1)NC2=O (stereo not drawn)	13.1	0.5	8.7%	-9.4	17.8	-2.8	0.0	-0.2	-0.7
CC1SC(C)C(=O)N(CC(=O)Nc2ccc([N+](=O)[O-])cc2)C1=O (stereo not drawn)	12.8	-8.3	-0.1%	-2.2	-12.8	-36.9	4.6	0.3	-4.4
CCOC(=O)NC(=O)/C(C=Nc1ccc(Cl)cc1)=C(\C)O	-2.6	-5.0	1.0%	-1.4	-4.8	-8.6	-1.4	-0.5	-4.5
Cc1ccc(CNC(=O)c2ccc3c(=O)c(O)c(-c4ccc(C)cc4)[nH]c3c2)cc1	-19.2	-7.8	18.9%	-1.1	-40.6*	x	8.1	0.3	24.5
CN(C)C(=O)CSc1nc(-c2ccccc2)nc2c1CCCC2	-2.8	-4.2	1.2%	-0.5	10.9	-2.8	0.4	0.0	-19.6
COc1cc(/C=C2/NC(=O)N(CC(=O)Nc3cccc(C)c3)C2=O)ccc1OCC(N)=O	-1.0	-5.1	1.3%	2.6	-13.9	10.5	1.6	0.8	-6.7
CCc1nc2ccccc2c(C(=O)Nc2ccc(F)cc2)c1C	4.4	-0.1	6.8%	-9.6	3.2	-1.8	3.2	1.0	10.0
CC(=O)C[C@H](O)CC(=O)[C@H]1OC(=O)CC/C=C\Cc2ccccc21	13.7	-0.6	-0.1%	2.1	x	x	-2.6	1.0	-4.2
C=CCN(CC=C)S(=O)(=O)c1ccc(F)cc1	-13.5	-4.9	2.5%	3.9	-2.2	2.8	1.4	0.5	30.9*
Cc1cccc(N(C)S(=O)(=O)c2nnc(NC(=O)C(C)(C)C)s2)c1	10.5	0.0	14.9%	4.4	8.6	-20.5	1.7	-1.0	x
Cc1nc2ccc([N+](=O)[O-])cc2c(=O)n1Cc1ccc([N+](=O)[O-])cc1	27.1	-6.3	7.2%	-20.4	-61.8*	24.0	4.6	-0.7	-7.8
Cc1ccccc1C(=O)N1CCN(c2ccc(N3CCOCC3)nn2)CC1	2.3	1.9	0.3%	1.5	6.6	-8.0	1.3	0.6	-6.2
COc1ccccc1C(=O)N1CCN(S(=O)(=O)c2ccccc2)CC1	-5.7	-3.0	0.0%	-4.2	2.5	-7.3	2.1	1.6	2.7
COc1ccc(-c2cc(-c3c(O)c(OC)c4occc4c3OC)[nH]n2)cc1OC	-19.1	-5.8	4.4%	-0.2	-9.2	4.2	0.7	0.2	21.0
COc1ccc(C(CCN2CCN(c3ccccc3)CC2)c2c(OC)cc(OC)c3c(-c4ccccc4)cc(=O)oc23)cc1 (stereo not drawn)	-9.2	-9.1	1.9%	0.6	-41.6*	x	3.9	69.0*	79.4*
COCC(=O)Nc1ccc(OCc2ccccc2)cc1	-3.2	7.5	-0.2%	-0.8	-10.4	-2.3	0.4	0.1	-6.4
O=C1Nc2cc(C(=O)NCCCN3CCOCC3)ccc2S/C1=C/c1cccc(Cl)c1	-9.9	-8.0	1.7%	0.5	-6.1	1.6	21.0	0.1	9.3

Ordered by SMILES length (largest number first): some entries from above
SMILES	D2 potentiator	D1 potentiator	RXFP1 ag	TRHR PAM	D1 antag	RXFP1 antag	D1 agonist	D2 ag	D2 antagonist
CC1SC(C)C(=O)N(CC(=O)Nc2ccc([N+](=O)[O-])cc2)C1=O (stereo not drawn)	12.8	-8.3	-0.1%	-2.2	-12.8	-36.9	4.6	0.3	-4.4
COC(CNC(=O)c1ccc2c(c1)ncn2-c1ccc(F)c(F)c1)OC	-1.6	-10.9	2.0%	-6.7	7.2	-0.2	-0.8	0.1	-1.2
COCC(=O)Nc1ccc(OCc2ccccc2)cc1	-3.2	7.5	-0.2%	-0.8	-10.4	-2.3	0.4	0.1	-6.4

The main list resumes; the 5 compounds before the break are reprinted first.
SMILES	D2 potentiator	D1 potentiator	RXFP1 ag	TRHR PAM	D1 antag	RXFP1 antag	D1 agonist	D2 ag	D2 antagonist
COc1ccccc1C(=O)N1CCN(S(=O)(=O)c2ccccc2)CC1	-5.7	-3.0	0.0%	-4.2	2.5	-7.3	2.1	1.6	2.7
COc1ccc(-c2cc(-c3c(O)c(OC)c4occc4c3OC)[nH]n2)cc1OC	-19.1	-5.8	4.4%	-0.2	-9.2	4.2	0.7	0.2	21.0
COc1ccc(C(CCN2CCN(c3ccccc3)CC2)c2c(OC)cc(OC)c3c(-c4ccccc4)cc(=O)oc23)cc1 (stereo not drawn)	-9.2	-9.1	1.9%	0.6	-41.6*	x	3.9	69.0*	79.4*
COCC(=O)Nc1ccc(OCc2ccccc2)cc1	-3.2	7.5	-0.2%	-0.8	-10.4	-2.3	0.4	0.1	-6.4
O=C1Nc2cc(C(=O)NCCCN3CCOCC3)ccc2S/C1=C/c1cccc(Cl)c1	-9.9	-8.0	1.7%	0.5	-6.1	1.6	21.0	0.1	9.3
C=CCN1C(=O)/C(=C\c2ccco2)C(C(=O)OC)=C1C	-4.9	7.0	0.2%	9.3	-5.5	-4.5	2.6	-1.7	17.3
CN(C)c1ccc(C2C3C(=O)NC(=O)C3ON2c2ccc(Cl)cc2)cc1 (stereo not drawn)	3.5	1.8	2.5%	-0.8	18.3	-34.7	1.1	1.2	0.7
Cc1ccccc1CNC(=O)CCn1nc(C)c2c(C)n(-c3ccccc3)nc2c1=O	-5.4	3.8	-1.3%	-6.0	3.5	u	0.1	-1.5	3.1
O=C(Oc1ccccc1C(=O)N1CCOCC1)c1cccc(Br)c1	2.9	-0.4	0.0%	-3.2	-25.7	1.1	2.1	-0.1	47.3*
O=C(O)c1ccccc1SCCS(=O)(=O)c1ccc(Cl)cc1Cl	21.4	-2.1	-2.1%	18.9	-25.6	0.6	2.3	-0.9	3.9
Cn1nnnc1SCC(=O)NCC(=O)c1ccccc1	-2.3	-6.7	1.9%	-7.1	-8.4	26.5	4.7	1.1	-8.6
O=C(COC(=O)c1ccccc1NCCO)NCCc1ccccc1	-4.1	5.5	5.4%	3.6	-4.1	6.9	2.1	-0.3	-0.2
CC(=O)c1c(C)cc(C)c(CSc2nnc(-c3ccco3)o2)c1C	-1.0	-2.9	1.6%	-0.2	4.7	1.1	7.7	x	x
Cc1[nH]c2ccccc2c1C(c1ccncc1)N1CCC(C)CC1 (stereo not drawn)	5.7	-1.3	-1.1%	4.5	-10.4	-2.5	1.9	2.0	2.4
Cc1ccc(NCC(=O)N/N=C/c2cc(O)ccc2[N+](=O)[O-])cc1	x	-1.4	-0.7%	4.2	8.6	1.9	1.4	x	x
CC(C)C[C@@H](CN=[N+]=[N-])N1CCN(C)CCC1=O	0.1	1.7	-2.6%	30.7*	-3.2	x	1.5	0.2	-2.8
CC(C)NC(=O)CSc1nnc(-c2ccc(F)cc2)c2ccccc12	-2.5	-4.0	0.1%	5.6	-29.4	3.8	2.8	x	x
Cc1ccnc(SCc2cc(=O)c(OC(=O)c3cccs3)co2)n1	22.8	0.7	11.7%	3.1	-5.2	2.0	-2.3	-1.1	9.8
CNC(=S)NNC(=O)CSCc1c(Cl)cccc1Cl	3.4	-1.6	-1.5%	3.5	-6.7	-6.7	1.5	-0.1	-40.0
Cc1ccc2nc(-c3ccccc3)cc(C(=O)N(C)CC(=O)Nc3ccccc3Br)c2c1	3.9	-3.8	-0.4%	3.1	-15.0	-75.2*	6.8	-0.1	-28.6
COc1ccc(C(=O)Nc2sc(C(=O)N(C)C)c(C)c2C#N)cc1[N+](=O)[O-]	5.4	4.0	-1.7%	-2.2	15.7	-2.0	2.6	-2.0	11.5
CC(=O)Cc1nsc(NC(=O)c2ccc(-c3ccccc3Cl)o2)n1	-10.7	0.1	2.6%	-2.6	2.3	-7.5	1.0	0.0	-4.1
Cc1ccc2[nH]cc(S(=O)(=O)c3ccc(C(C)C)cc3)c(=O)c2c1	14.4	-3.7	5.3%	10.3	3.2	-18.4	1.1	0.8	5.2
CCc1ccc(OCC(=O)Nc2ccc3c(c2)COC3=O)cc1	-21.7	-5.0	2.0%	1.5	-11.2	-5.3	6.9	1.3	-15.8
Cc1cc(C)cc(-c2nnc(SCC(=O)N3CCN(C(=O)c4ccco4)CC3)o2)c1	-10.3	-5.7	3.1%	-2.3	-22.8	-1.9	-0.1	-0.1	-0.8
Cc1ccc(OCC(=O)NC2CCCC2)c(C)c1	15.9	-5.5	0.8%	4.2	14.4	-10.6	1.0	1.0	-8.8
Cc1nn(C)c(C(=O)NC2C3CC4CC(C3)CC2C4)c1Cl (stereo not drawn)	11.6	-1.4	-0.8%	4.6	26.3	-8.6	8.6	0.8	4.5
CCNc1nc(NC(C)C)nc(N(C#N)Cc2ccccc2)n1	9.0	-6.1	-0.6%	9.9	-5.5	-19.7	20.0	-0.2	-8.5
CC(=O)c1cn(S(=O)(=O)c2ccccc2)c2ccccc12	-3.6	-7.8	3.4%	4.0	-17.3	-8.6	12.4	1.2	5.1
COc1ccc(CSCCc2n[nH]c(=S)n2-c2ccccc2)cc1C	5.7	0.4	-0.9%	0.7	3.2	11.0	-0.5	0.2	20.5
COc1ccc(-c2nc(CS(=O)CC(=O)NC3CCCCC3C)c(C)o2)cc1OC (stereo not drawn)	-2.0	2.9	1.3%	5.3	1.2	-38.7	-0.4	0.4	-2.5
O=C(NC1CCCC1)c1ccc(CS(=O)Cc2ccc(Cl)cc2)o1 (stereo not drawn)	7.6	-1.6	0.0%	-4.6	12.1	18.8	0.1	-1.2	-12.8
Cc1ccc(CS(=O)Cc2ccc(C(=O)NCc3ccccc3Br)o2)cc1 (stereo not drawn)	-13.6	-4.5	-1.4%	-4.6	-5.4	-4.9	-0.3	-2.1	-2.4
COCCN=C1Sc2nc3ccc(C)cc3cc2CN1Cc1cccs1	9.4	2.0	-0.2%	4.5	1.9	-21.4	8.8	0.6	-6.1
COc1ccc(C(=O)NNC(=O)C(=O)Nc2cccc3ccccc23)cc1	-3.9	-7.5	-1.1%	-4.2	-1.6	-17.8	2.3	0.2	5.7
O=S(=O)(c1ccccc1)c1nnn2c1nc(N1CCN(c3ccccc3)CC1)c1cc(Cl)ccc12	-1.0	-3.8	0.3%	1.8	9.5	-1.0	-0.6	-0.3	x

Not all compounds are listed; count on the stated rates, not on these rows.
